# Source: PubChem (National Center for Advancing Translational Sciences (NCATS))
# ELG1 repair inh: inhibitors of ELG1-dependent DNA repair in HEK293T cells | AID 504467 | HEK293T ELG1-luciferase reporter, luminescence, 16 h; DNA damage induced by 5-fluorouridine | hit rate 2.3% among 330,000 | Potency, µM (titrated, usually from 46.1 µM), for the others: top-dose activity change, negative = inhibition, hits mostly inhibitors; also: potency is read from the fitted curve at half-maximal effect; % is scaled to controls: 0 for no effect and ±100 for the full control effect; nearly all actives have a fitted effect of over 55% in size
#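 Reporter activity after DNA damage by 5-fluorouridine is monitored. Compound-treated cells incubate 16 hr at 37 °C, then ONE-Glo is added for 30 min before luminescence reading.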
# TCR activator: activates T cell receptor signaling; primary human leukocytes, anti-CD3, IL-2 HTRF, 48 h; Potency, µM (doses to about 9.22 µM), without a hit: at the highest dose activation of IL-2 secretion, most hits filed as activators; 330,000 tested, under 10 active; AID 504894; also: % of control where 0% means no effect
#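 IL-2 produced over 48 hr by a-CD3 bead-stimulated primary human leukocytes exposed to compounds was detected with a homogeneous time-resolved FRET immunoassay, 665nm acceptor signal after 320nm excitation.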
# Mito fusion yeast: blocks mitochondrial division or promotes mitochondrial fusion. S. cerevisiae fusion-defective mutant growth rescue, CellTiterGlo 48 h. Potency, µM (top dose mostly 46.1 µM), without a hit: top-dose growth rescue (activation), usual class: activators. hit rate 0.23% among 320,000. AID 485298;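 also: potency is read from the fitted curve at half-maximal effect; % of control where 0% means no effect; nearly all actives have a fitted effect of over 45% in size; temperature-sensitive fusion mutants such as fzo1-1 at 37 °C on non-fermentable ethanol glycerol medium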
#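 Read-out: ATP-based luminescence (CellTiterGlo, 10 min ambient) reporting growth of fusion-defective ts yeast after 48 hours at 37C on glycerol/ethanol YPEG medium in the presence of compound.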
# TSG101-PTAP inh: blocks PTAP/TSG101 interaction to inhibit HIV-1 budding; Fluorescence polarization, FITC-PTAP peptide / Tsg101 binding; 340,000 tested, under 10 active; Potency, µM (doses to about 115 µM), for inactives: at the highest dose activity change, negative = inhibition, usual class: inhibitors; active = well fitted inhibition curve with a large enough effect in the main read-out, with a control signal flat, not every such curve was filed as active; inconclusive = small, poorly fitted or top-dose-only effect, or effect the other way, or a change in a side signal; inactive = no such curve, though single readings can be large or run the other way; also: potency is read from the fitted curve at half-maximal effect; % of control where 0% means no effect
#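 Steps: Tsg101 binding domain dispensed (10 uM final), compounds pinned in DMSO, FITC-labeled PTAP-motif peptide added (50 nM final); after 20 min binding at room temperature, polarization measured.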
# Eya2 inh: blocks the phosphatase activity of human Eya2. O00167. recombinant Eya2, OMFP fluorescence dephosphorylation (OMFP is methylfluorescein phosphate). Potency, µM (doses to about 76.9 µM), inactives show at the highest dose activity, negative = inhibition, actives largely listed as inhibitors. hit rate 0.006% among 330,000. AID 488837; also: potency is read from the fitted curve at half-maximal effect; % is scaled to controls: 0 for no effect and ±100 for the full control effect
# Target sequence (O00167 whole entry, looked up): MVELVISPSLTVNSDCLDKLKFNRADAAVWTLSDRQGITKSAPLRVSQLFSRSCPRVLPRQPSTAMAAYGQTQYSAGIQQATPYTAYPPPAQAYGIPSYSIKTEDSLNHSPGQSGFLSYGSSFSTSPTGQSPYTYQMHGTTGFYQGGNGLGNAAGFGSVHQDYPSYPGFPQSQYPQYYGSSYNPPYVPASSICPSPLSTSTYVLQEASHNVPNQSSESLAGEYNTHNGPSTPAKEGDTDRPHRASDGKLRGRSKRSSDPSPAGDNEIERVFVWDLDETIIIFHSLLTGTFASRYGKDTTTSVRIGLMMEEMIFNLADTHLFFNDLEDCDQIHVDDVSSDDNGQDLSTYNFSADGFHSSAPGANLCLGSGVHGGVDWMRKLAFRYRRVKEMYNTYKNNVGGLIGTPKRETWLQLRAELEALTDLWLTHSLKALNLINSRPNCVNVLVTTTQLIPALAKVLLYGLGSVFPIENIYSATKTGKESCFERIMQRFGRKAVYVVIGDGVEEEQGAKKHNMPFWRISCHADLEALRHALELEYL
#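 Eya2 (0.2 uM) preincubated 10 min at ambient with compound, then OMFP substrate added at 50 uM; 10 min reaction in 50 mM HEPES pH 7.5, 50 mM NaCl, 5 uM MgCl2, 0.05% BSA, 1 mM DTT. Fluorescence read at Ex 485/Em 525 nm.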
# Tb PFK block: T. brucei PFK enzyme inhibition; AID 485367; T. brucei PFK, ADP-Glo luminescence; hit rate 0.17% among 330,000; Potency, µM (series often up to 57.5 µM), for inactives: at the top dose activity, negative = inhibition, actives largely listed as inhibitors; O15648;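 also: potency is read from the fitted curve at half-maximal effect; 0% = uninhibited 1x PFK enzyme wells and -100% = no-enzyme wells; nearly all actives have a fitted effect of over 60% in size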
#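 PFK 1.25 nM, F6P 0.5 mM, ATP 0.1 mM, 0.1 M TEA pH 8.0, 5 mM MgCl2, 0.01% Tween20, 0.1% BSA; 45 min RT. ADP-Glo readout. qHTS titration up to 57 uM; curves fitted, compounds curve-classed.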
# TSHR antagonist: blocks TSH signaling through the human TSH receptor; P16473; TSHR-expressing cells, TSH-stimulated cAMP HTRF, 2 h; active compounds read low; activity change, negative = inhibition, % at 11.5 µM; hit rate 0.2% among 330,000;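 active = activity change below a set negative limit, meaning inhibition stronger than a set level, cut at about -70% in these data; inconclusive = activity change between two set negative limits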; also: % is scaled to controls: 0 for no effect and ±100 for the full control effect
#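 Read-out is FRET at 665 nm (cryptate excitation 337 nm) from a cryptate-tagged anti-cAMP antibody, competed by cell cAMP against cAMP-d2. Compounds are tested on freshly harvested TSHR cells challenged with 4nM TSH (EC80) for 2 hours at 37 deg C.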
# Integrin act MD: activates integrin-mediated alleviation for muscular dystrophy. Potency, µM (doses to about 38.3 µM), without a hit: at the highest dose activation, usual class: activators. hit rate 0.064% among 350,000. AID 624291. alpha7betagal myoblasts, beta-gal FDG fluorescence, 48 h;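 also: potency is read from the fitted curve at half-maximal effect; 100% = response of the positive control SU9516; nearly all actives have a fitted effect of over 60% in size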
#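 alpha7betagal+/- myoblasts (passage 13, 250/well) treated 48 h at 37C with compounds at 1:260 dilution of DMSO stock. Lysed, then beta-galactosidase activity read as FDG fluorescence (ex 480/em 540) after 30 min, with pre-read for autofluorescence.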
# AT treatment: candidate therapy for ataxia-telangiectasia. […] A-T fibroblasts, KAP-1 phosphorylation AlphaLISA; neocarzinostatin DNA damage 30 min before lysis. Potency, µM (titrated, usually from 57.5 µM), without a hit: top-dose activation, most hits filed as activators. hit rate 0.19% among 320,000. AID 485349; also: potency is read from the fitted curve at half-maximal effect; % of control where 0% means no effect; nearly all actives have a fitted effect of over 45% in size
#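 ATM-like activity read as KAP-1 phosphorylation via AlphaLISA donor/acceptor antibody pairs after lysis and 6 hr at 25C. Cells were ATM-null patient fibroblasts ([…], hTERT), dosed 60 min, then exposed to the DSB inducer NCS for 30 min.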
# BCR signal inh: inhibitors of chronic active B-cell receptor signaling; ABC-DLBCL IkBa-CBG/CBR reporter, luminescence ratio, 4 h; hit rate 0.05% among 340,000; Potency, µM (titrated, usually from 46.1 µM), for inactives: at the top dose ratio change, negative = lower green/red ratio, actives largely listed as inhibitors; active = well fitted inhibition curve with a large enough effect in the signal ratio, with a control signal flat, not every such curve was filed as active; inconclusive = small, poorly fitted or top-dose-only effect, or effect the other way, or a change in a side signal; the % refers to the signal ratio;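 also: potency is read from the fitted curve at half-maximal effect; plate controls were basal doxycycline-induced cells for no effect and cells given 10 µM MG132 for full effect; MG132 reads +100%, hits lower the ratio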
#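 Doxycycline induced both beetle luciferases in TMD8 lymphoma cells; IKK-driven degradation limits the IkappaBalpha-fused green signal, while red luminescence normalises for cell number and nonspecific effects. Compounds tested up to 46 uM, 4 hrs.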
# S-ASM inh: inhibitors of human secretory acid sphingomyelinase | P17405 | Potency, µM (top dose mostly 57.5 µM), without a hit: at the highest dose activity change, negative = inhibition, most hits filed as inhibitors | AID 504937 | hit rate 0.006% among 340,000 | placental ASM, HMU-PC fluorogenic substrate, 60 min; also: potency is read from the fitted curve at half-maximal effect
# Target sequence (P17405 47-631 limits assumed): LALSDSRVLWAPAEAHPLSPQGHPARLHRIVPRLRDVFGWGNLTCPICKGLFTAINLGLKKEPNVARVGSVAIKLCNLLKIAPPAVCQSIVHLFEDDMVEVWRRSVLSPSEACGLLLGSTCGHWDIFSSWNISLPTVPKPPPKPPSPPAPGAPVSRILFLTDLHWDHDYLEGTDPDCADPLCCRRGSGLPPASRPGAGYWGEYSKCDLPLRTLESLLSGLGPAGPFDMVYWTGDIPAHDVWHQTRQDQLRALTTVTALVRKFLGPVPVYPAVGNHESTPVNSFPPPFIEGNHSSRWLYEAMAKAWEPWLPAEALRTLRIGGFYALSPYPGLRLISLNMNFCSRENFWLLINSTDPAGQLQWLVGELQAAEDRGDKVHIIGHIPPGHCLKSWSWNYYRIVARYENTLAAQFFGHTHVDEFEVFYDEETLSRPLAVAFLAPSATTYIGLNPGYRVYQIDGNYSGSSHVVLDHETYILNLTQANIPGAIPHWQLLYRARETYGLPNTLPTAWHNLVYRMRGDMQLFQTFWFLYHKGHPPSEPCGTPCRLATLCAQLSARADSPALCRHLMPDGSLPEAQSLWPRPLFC
#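 Human placenta-derived ASM enzyme was preincubated with compound for 10 minutes at room temperature, then given fluorogenic substrate HMU-PC0 (9 uM final) for 60 minutes at 37 °C; a pH 10 stop preceded fluorescence reading at Ex 386/Em 447 nm.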
# * = called active by the depositor; ? = inconclusive; . = not tested or not shown; & = joins results of further samples; [ ] = remark or other dose. Unless noted, calls follow the shape of the dose curve; as a rule, active = well fitted curve in the direction sought with a large enough effect; inconclusive = small, poorly fitted or top-dose-only effect, or another doubt; inactive = no such curve, though single readings can be large; an effect the other way counts as inactive or inconclusive. Some of the compounds tested; rates above refer to the full screens.
SMILES,ELG1 repair inh,TCR activator,Mito fusion yeast,TSG101-PTAP inh,Eya2 inh,Tb PFK block,TSHR antagonist,Integrin act MD,AT treatment,BCR signal inh,S-ASM inh
CCOc1cc(C=C2C(=O)NC(=O)NC2=O)ccc1OCC(=O)N1CCOCC1,6%,-6%[46.1 µM],-4%,2%,1%,21%,-1,-1%,-1%,-2%,.
COc1cccc2cc(-c3cc(=O)oc4ccc(OC(=O)N(C)C)cc34)oc12,?,4%,17%,-3%,12%,2%,7,45%,5%,-1%,-9%
Cn1c(O)c(/C=N/Nc2ccccc2)c(=O)n(C)c1=O,?,3%,-9%,-7%,-2%,5%,-8,4%,1%,-9%,0%
O=c1c2ccccc2nc(-c2ccccc2Cl)n1-c1cccc(O)c1,-15%,17%,-6%,0%,-1%,-5%,-4,?,-8%,-2%,1%
Nc1ncnc2c1ncn2[C@@H]1O[C@H](COP(=O)(O)O)[C@@H](O)[C@H]1O,-12%,-11%,-23%,-11%,-4%,22%,-7,.,9%,?,?
C=CCn1c(O)c(C(CC)=Nc2cccc(C(F)(F)F)c2)c(=O)[nH]c1=O,4%,5%,-1%,-3%,0%,1%,-3,7%,0%,2%,-1%
Cc1cc(C=C2C(=O)NC(=O)NC2=O)c(C)n1-c1ccncc1,7%,-1%,4%,-1%,-9%,21%,1,16%,7%,3%,-1%
Cc1ccc2c(c1)C1CN(C)CCC1N2C(=O)/C=C/c1ccc2c(c1)OCO2 (configuration not stated),9%,1%,0%,-2%,2%,1%,7,-40%,-13%,3%,-1%
CCOc1cc(/C=N/Nc2cccc(C(=O)O)c2)ccc1OC(=O)c1ccccc1,?,7%,3%,0%,-19%,2%,-9,8%,4%,?,-16%
CC(=NCc1cccnc1)c1c(O)n(-c2ccc(Cl)cc2)c(=O)[nH]c1=O,-8%,-1%,0%,-4%,-1%,-2%,-7,-6%,5%,-7%,1%
CC1(C)CN=C(Nc2ccc(F)c(Cl)c2)S1,?,1%,-4%,0%,4%,-6%,1,-3%,8%,?,-1%
COc1ccc(N2C(=O)/C(=C/c3ccc(C)o3)C(=O)NC2=S)cc1,25%,-5%,3%,-1%,-4%,-10%,1,0%,9%,-1%,-20%
Fc1ccccc1CNCCc1c[nH]c2ccccc12,2%,-7%,-11%,-9%,-3%,-7%,-3,0%,-14%,0%,0%
CCCCNC(=S)N/N=C/c1cccc(OCC)c1O,?,-1%,-7%,-4%,7%,-1%,6,-2%,-6%,?,187%[activator]
COCCNC(=O)Cn1cc(C(=O)c2ccccc2F)c2ccccc21,2%,2%,2%,-2%,-14%,1%,-2,16%,13%,-5%,-2%
COc1cc2c(C(=O)O)c(C)n(C)c2cc1Br,-11%,-1%,14%,-3%,-6%,15%,-23,9%,-1%,?,-1%
O=C(Nc1ccc(Cl)c(Cl)c1)O/N=C/c1ccncc1,2%,0%,-14%,1%,1%,8.5µM*,6,10%,.,?,.
COc1ccc2[nH]c(C)c(CCNCc3cccnc3)c2c1,7%,-5%,5%,-4%,19%,-5%,-7,?,9%,1%,-2%
Cc1ccc(-n2c(C)nc3ccccc3c2=O)cc1C,4%,-5%,16%,-2%,11%,0%,5,18%,-4%,-5%,0%
NCCc1ccc(O)cc1,12%,9%,-12%&-7%,-4%,4%&4%,-6%,-15&26,.,.,10%,-2%
O=C1NCN(c2ccccc2)C12CCNCC2,13%,.,-8%,-13%,-10%,0%,7,-11%[7.66 µM],-8%,1%,13%
Cc1ccc(N2C(=O)NC(=O)/C(=C\c3ccoc3)C2=O)cc1,-7%,4%,0%,-2%,?,1%,-11,12%,12%,3%,-2%
CC(=NCCN1CCCCC1)c1c(O)n(Cc2ccccc2)c(=O)[nH]c1=O,-4%,.,1%,-14%,-1%,3%,4,-22%,3%,3%,-1%
N=C1c2ccccc2CN1c1ncccn1,-16%,-10%,6%,0%,12%,0%,0,20%,0%,0%,5%
Clc1ccc(Cl)c(Oc2ccc(Oc3nc(Cl)ccc3Cl)cc2)n1,14%,-1%,-1%,-4%,3%,0%,2,?,5%,-2%,7%

# Single records (already shown). Screens in order: ELG1 repair inh	TCR activator	Mito fusion yeast	TSG101-PTAP inh	Eya2 inh	Tb PFK block	TSHR antagonist	Integrin act MD	AT treatment	BCR signal inh	S-ASM inh
# Profile of `Cc1ccc(-n2c(C)nc3ccccc3c2=O)cc1C` → 4%	-5%	16%	-2%	11%	0%	5	18%	-4%	-5%	0%
# Profile of `COCCNC(=O)Cn1cc(C(=O)c2ccccc2F)c2ccccc21` → 2%	2%	2%	-2%	-14%	1%	-2	16%	13%	-5%	-2%
# Profile of `Cc1ccc(N2C(=O)NC(=O)/C(=C\c3ccoc3)C2=O)cc1` → -7%	4%	0%	-2%	?	1%	-11	12%	12%	3%	-2%
# Profile of `CCCCNC(=S)N/N=C/c1cccc(OCC)c1O` → ?	-1%	-7%	-4%	7%	-1%	6	-2%	-6%	?	187%[activator]
# Profile of `O=C(Nc1ccc(Cl)c(Cl)c1)O/N=C/c1ccncc1` → 2%	0%	-14%	1%	1%	8.5µM*	6	10%	.	?	.

# (further entries)
SMILES,ELG1 repair inh,TCR activator,Mito fusion yeast,TSG101-PTAP inh,Eya2 inh,Tb PFK block,TSHR antagonist,Integrin act MD,AT treatment,BCR signal inh,S-ASM inh
C[C@]12CCC3C(CC[C@H]4C[C@@H](O)CC[C@]34C)C1C[C@@H](Br)[C@@H]2O (some centres not stated),25%,0%,.,-5%,2%,0%,21,-4%,1%,4%,0%
COc1ccc(CCn2c(O)c(C=Nc3ccc(F)cc3)c(=O)[nH]c2=O)cc1OC,?,-2%,1%,-2%,3%,1%,-1,2%,4%,?,6%
CCCN1CC(C)C(OC(C)=O)(c2ccccc2)CC1C (configuration not stated),?,10%[46.1 µM],-6%,-4%,-4%,0%,-3,8%,-6%,?,0%
C[C@@]1([C@@H](NP(=O)(c2ccccc2)c2ccccc2)c2ccccc2)C[C@H]1CCO,-2%,-7%,-1%,2%,6%,-2%,4,9%,9%,2%,0%
O=C(CCn1c(=O)oc2ccccc21)NCCCN1CCN(c2ccc(F)cc2)CC1,9%,-1%,-1%,-4%,-1%,1%,22,5%,-4%,?,2%
COc1ccc(OC)c(CN2CCN(C(=O)COc3cccc(C)c3)CC2)c1,-8%,1%,-2%,-5%,2%,-4%,7,-18%,20%,?,1%
CCOc1ccc2c(c1)c(C(C)=O)c(C)n2Cc1ccco1,-11%,-1%,4%,-4%,-12%,-1%,-8,-10%,6%,-12%,-2%
Cc1ccc(NC(=O)c2cc(N(C)C)ccc2[P+](=O)O)cc1,?,-2%,-2%,-11%,16%,7%,-9,-13%,-3%,?,?
Nc1nc2ccc(Cl)cc2c2nc(-c3ccco3)nn12,.,.,-37%&-6%[inhibitor],.,2%&8%,-1%,14&-17,.,.,15%,.
Cc1ccc2ccccc2c1NC(=O)CNC1CCCCC1,1%,.,0%,-2%,-1%,-5%,4,15%,-3%,-8%,5%
COc1ccc(N=C2SCCCN2C)cc1,-4%,0%[46.1 µM],-4%,-6%,1%,0%,-6,11%,1%,-2%,6%
Cc1cccc(N=Nc2ccc(N(C)C)cc2)c1,?,-1%,2%,-1%,-2%,-2%,-17,-15%,-1%,-13%,?
O=C(Nc1ccc2c(c1)OCO2)c1cn(Cc2ccc(F)cc2)nn1,?,-25%,-7%,-5%,10%,-9%,9,-13%,3%,-2%,0%
O=C(O)Cn1cc(/C=C2\C(=O)NC(=O)N(c3ccc(Cl)cc3)C2=O)c2ccccc21,11%,0%,1%,-1%,7%,13%,-8,-8%,-12%,-2%,3%
Cc1occc1C(=O)N1CCC2(CC1)OCCO2,4%,-1%,12%,-7%,-23%,-1%,27,-6%[7.66 µM],10%,11%,5%
